Source: PubChem BioAssay
Tb PGK inh – T. brucei PGK inhibition | PGK/GAPDH coupled, Kinase-Glo luminescence, 60 min | Potency, µM (series often up to 57.5 µM), for inactives: top-dose activity change, negative = inhibition, usual class: inhibitors | P07378 | 0.043% of 380,000 active | AID 602233; further: potency means the concentration at half of the fitted maximal effect; on the % scale 0 is the no-effect control and ±100 the full control effect; nearly all actives have a fitted effect of over 60% in size
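Recombinant glycosomal PGK reaction used 1,3-bisphosphoglycerate generated in-well by GAPDH (100nM final) in 100mM TEA pH 7.6, 5mM MgCl2, 0.01% Tween-20. After 60 minutes at room temperature, ATP was read by Kinase-Glo Plus luminescence end-point.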
USP1 inh – blocks the human USP1/UAF1 deubiquitinase complex | O94782 | recombinant USP1/UAF1, Ub-Rhodamine cleavage fluorescence | Potency, µM (titrated, usually from 57.1 µM), without a hit: at the highest dose activity change, negative = inhibition, most hits filed as inhibitors | 0.23% of 390,000 active; further: potency means the concentration at half of the fitted maximal effect; on the % scale 0 is the no-effect control and ±100 the full control effect; nearly all actives have a fitted effect of over 60% in size; inactives centre near -12
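High-throughput fluorogenic screen: 1nM USP1/UAF1 complex, Ub-Rho substrate 150nM final, 50mM HEPES pH 7.8 with 0.5mM EDTA, 0.1 mg/ml BSA, 1mM TCEP and 0.01% Tween-20.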
IDH1 R132H inh – human IDH1 R132H inhibition; IDH1-R132H enzyme, NADPH consumption, diaphorase/resazurin fluorescence; Potency, µM (top dose mostly 76.6 µM), for inactives: at the top dose activity change, negative = inhibition, most hits filed as inhibitors; O75874; 0.093% of 390,000 active; further: potency means the concentration at half of the fitted maximal effect; on the % scale 0 is the no-effect control and ±100 the full control effect; nearly all actives have a fitted effect of over 65% in size
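IDH1-R132H (0.5 ug/mL dispensed) in pH 7.5 Tris buffer was preincubated 30 min with compound, then given a substrate mix of 0.016 mM NADPH and 2 mM alpha-KG for 80 min at room temperature; remaining NADPH was read by diaphorase/resazurin fluorescence.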
Pin1 inh – human Pin1 inhibition; 0.009% of 390,000 active; Potency, µM (highest dose often 115 µM), for inactives: top-dose activity, negative = inhibition, usual class: inhibitors; AID 504891; Pin1 FP peptide displacement, HiFluor488, 10 min; Q13526; active means well fitted inhibition curve with a large enough effect in the polarisation, with a control signal flat, not every such curve was filed as active; inconclusive means small, poorly fitted or top-dose-only effect, or effect the other way, or a change in a side signal; inactive means no such curve, though single readings can be large or run the other way; the % refers to the polarisation; further: potency means the concentration at half of the fitted maximal effect; on the % scale 0 is the no-effect control and ±100 the full control effect
Target sequence (Q13526 whole entry, looked up): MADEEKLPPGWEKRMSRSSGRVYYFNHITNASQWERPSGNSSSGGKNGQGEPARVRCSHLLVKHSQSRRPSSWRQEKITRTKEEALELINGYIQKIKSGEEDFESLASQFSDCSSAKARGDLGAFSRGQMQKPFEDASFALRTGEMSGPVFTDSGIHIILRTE
PI4K2A inh – blocks human PI4K2A kinase activity | Q9BTU6 | purified PI4K2A, ADP-Glo luminescence, 1 h; active compounds read low | activity change, negative = inhibition, % at 76.9 µM | 0.13% of 420,000 active; in the data active means activity change below about -50%; inconclusive means mostly about -30% to -49%;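 further: -100% = wells without enzyme as full effect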
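ADP-Glo luminescence measured ADP generated by PI4K2A enzyme (4 ug/mL before mixing) with 1.2 mM PI substrate (pre-mix) and 300 microM ATP (pre-mix). Tris pH7.5 buffer with MgCl2, Triton X-100; 1 h reaction at ambient temperature.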
rTrxR1 inhibitor – blocks rat thioredoxin reductase 1. 1% of 390,000 active. Potency, µM (doses to about 114 µM), for inactives: top-dose activity change, negative = inhibition, usual class: inhibitors. recombinant rTrxR1, NADPH fluorescence consumption, selenite substrate; further: potency means the concentration at half of the fitted maximal effect; on the % scale 0 is the no-effect control and ±100 the full control effect; nearly all actives have a fitted effect of over 65% in size
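Rat TrxR1 (90 nM in the dispensed reagent) was pre-reduced with 400 uM NADPH for 5 min at room temperature, then incubated with compound for 15 min. After 400 uM selenite was added, NADPH fluorescence (Ex 340/Em 450 nm) was followed for 8 min.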
GLS inh – blocks human kidney-isoform glutaminase activity. Potency, µM (doses to about 45.5 µM), for inactives: at the top dose activity change, negative = inhibition, most hits filed as inhibitors. GLS enzymatic activity, qHTS titration. 0.21% of 410,000 active. O94925; further: potency means the concentration at half of the fitted maximal effect; on the % scale 0 is the no-effect control and ±100 the full control effect
Target sequence (O94925 whole entry, looked up, canonical isoform): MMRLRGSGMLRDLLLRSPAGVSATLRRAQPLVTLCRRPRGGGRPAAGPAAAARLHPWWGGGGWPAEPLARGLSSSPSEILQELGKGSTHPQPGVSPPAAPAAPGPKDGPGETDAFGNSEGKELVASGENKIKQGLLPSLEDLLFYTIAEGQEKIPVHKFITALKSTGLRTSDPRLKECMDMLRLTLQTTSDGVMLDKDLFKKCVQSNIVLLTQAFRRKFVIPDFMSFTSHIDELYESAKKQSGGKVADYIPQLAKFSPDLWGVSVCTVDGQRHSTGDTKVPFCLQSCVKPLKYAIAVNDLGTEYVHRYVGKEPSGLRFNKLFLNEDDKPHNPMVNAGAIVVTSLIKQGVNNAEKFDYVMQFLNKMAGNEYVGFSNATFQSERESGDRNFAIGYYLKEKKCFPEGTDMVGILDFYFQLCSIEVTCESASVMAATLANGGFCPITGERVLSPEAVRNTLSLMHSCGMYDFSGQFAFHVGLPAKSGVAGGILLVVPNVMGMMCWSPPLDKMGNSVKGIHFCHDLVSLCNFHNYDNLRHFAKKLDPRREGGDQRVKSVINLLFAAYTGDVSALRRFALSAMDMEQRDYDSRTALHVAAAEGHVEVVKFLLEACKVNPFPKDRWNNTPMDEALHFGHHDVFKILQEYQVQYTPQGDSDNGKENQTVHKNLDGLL
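Compounds were pin-transferred onto hKGA, after which L-glutamine (1 mM solution) and a detection mix of glutamate oxidase, HRP and Amplex Red were added. Initial and 30 min RT fluorescence reads were collected.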
TrxR1 substrate – is turned over as a substrate by rat TrxR1; O89049; purified TrxR1 substrate turnover, NADPH consumption readout; Potency, µM (series often up to 114 µM), inactives show at the highest dose activity change, negative = substrate turnover; 0.01% of 390,000 active; further: potency means the concentration at half of the fitted maximal effect; on the % scale 0 is the no-effect control and ±100 the full control effect; nearly all actives have a fitted effect of over 50% in size
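Rat TrxR1, dispensed at 90 nM, was prereduced with 400 uM NADPH (final) for 5 min at ~22 deg C, then incubated with compound 15 min before 400 uM selenite. A first-read NADPH fluorescence drop versus no-compound background flagged substrates.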
HP1b chromo inh – inhibitors of HP1-beta chromodomain binding to methylated histone tails; AID 540317; Potency, µM (titrated, usually from 114 µM), without a hit: at the top dose activity change, negative = inhibition, usual class: inhibitors; 0.56% of 390,000 active; AlphaScreen HP1-beta / biotin-H3K9me3 peptide binding; P83916; further: potency means the concentration at half of the fitted maximal effect; nearly all actives have a fitted effect of over 70% in size; inactives centre near 23
Target sequence (P83916 whole entry, looked up): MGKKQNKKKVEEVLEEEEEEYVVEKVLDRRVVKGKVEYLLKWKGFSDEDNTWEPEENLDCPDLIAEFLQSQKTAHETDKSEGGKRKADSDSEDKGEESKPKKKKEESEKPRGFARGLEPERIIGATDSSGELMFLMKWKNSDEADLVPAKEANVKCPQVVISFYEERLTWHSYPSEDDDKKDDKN
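Compound inhibition of the preformed complex between 50 nM HP1-beta and 50 nM biotinylated H3K9me3 peptide was read by AlphaScreen. Buffer was PBS pH 7.4 with 0.01% Tween-20. Incubations ran 30 min at room temperature, with 10 ug/mL donor/acceptor beads.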
* marks the source's active call; other numbers are inactive results; i = inactive; ? = inconclusive; · = no result given; [ ] = another dose, or the depositor's remark. Unless noted, the call rests on the fitted dose curve; in most records, active means well fitted curve in the direction sought with a large enough effect; inconclusive means small, poorly fitted or top-dose-only effect, or another doubt; inactive means no such curve, though single readings can be large; an effect the other way counts as inactive or inconclusive. Only part of the results is shown (hit frequency here may not be typical).

SMILES	Tb PGK inh	USP1 inh	IDH1 R132H inh	Pin1 inh	PI4K2A inh	rTrxR1 inhibitor	GLS inh	TrxR1 substrate	HP1b chromo inh
CCOc1ccc(CC(=O)NCCc2csc(-c3ccc(C(F)(F)F)cc3)n2)cc1	-1%	-18%	-5%	-3%	1	37%[activator][57.1 µM]	-7%	10%[57.1 µM]	8%[57 µM]
CN(C(=O)c1ccccc1C(=O)OCC(=O)NCc1ccccc1)C1CCCCC1	1%	4%	-9%	-4%	-4	6%	2%	-5%	24%
CC1CCCN(C(=O)COC(=O)COc2ccc(Cl)cc2)C1 (configuration not stated)	8%	-6%	5%	-4%	-3	12%	-5%	10%	30%
COc1ccc2c(C=O)cn(C)c2c1	-1%	-10%	-2%	0%	-1	-13%	0%	-8%	36%
Cc1ccc(C(=O)O/N=C(\N)c2ccccn2)c(C)c1	16µM*	-7%	4%	-3%	-85*	18%[57.1 µM]	6%	7%[57.1 µM]	23%
Cc1ccccc1CNC(=O)c1ccccc1NS(C)(=O)=O	-9%	-30%	8%	2%	-7	26%[57.1 µM]	-8%	69%	20%
CCC(C)(C)NC(=O)C(c1ccc(F)cc1)N(CCOC)C(=O)CCC(=O)Nc1nccs1 (configuration not stated)	-10%	-19%	-5%	-6%	-2	10%[57.1 µM]	-19%	3%[57.1 µM]	49%[activator]
CCCCNC(=S)N(C)/N=C/c1c(F)c(F)c(F)c(F)c1F	-1%	2%	-2%	-1%	-2	19%	3%	8%[11.4 µM]	19%
COc1ccc2c(c1)-c1c(ssc1=S)C(C)(C)N2S(=O)(=O)c1ccc(C)cc1	-7%	-7%	5%	3%	0	-4%	10%	-4%	?
CCCC(C)NC(=O)CSc1nnc(-c2c[nH]c3ccccc23)o1 (configuration not stated)	9%	-16%	6%	1%	-4	21%[57.1 µM]	2%	11%[57.1 µM]	28%
CS(=O)(=O)NCCSc1nnnn1-c1ccccc1	5%	-15%	1%	-2%	-6	11%[57.1 µM]	4%	8%[57.1 µM]	29%
CC1(C)CC(=O)c2sc(NC(=O)CN3CCOCC3)nc2C1	-3%	-4%	8%	3%	-4	-13%	-1%	-5%	33%[activator]
O=C1CN(C(=O)COc2ccccc2F)c2ccccc2N1	4%	-1%	6%	1%	6	?	6%	-7%	10%
CCc1ccc(-c2cc(C(F)(F)F)n3nc(C(=O)Nc4cnn(Cc5ccc(C)cc5)c4)cc3n2)s1	1%	-17%	2%	33%[activator]	3	-1%	-15%	8%	38%
COc1ccc(NC(=O)C2=NN(C3CCS(=O)(=O)C3)C(=O)CC2)cc1S(N)(=O)=O (configuration not stated)	-3%	-22%	3%	-2%	-4	11%[57.1 µM]	-3%	-11%	29%
CC1CC(=O)C2=C(C1)Nc1ccccc1SC2c1ccc(F)cc1 (configuration not stated)	-8%	-7%	20%	-5%	-1	0%	-1%	-6%	36%
Cc1ccc(/C=C/C(=O)OCC(=O)NCc2ccc(Cl)cc2)o1	-10%	-22%	1%	-1%	8	-14%	-7%	3%	27%
Cc1ccccc1NC(=O)c1sc2nc[nH]c(=O)c2c1C	-8%	-3%	5%	7%	2	11%	6%	7%	12%
CCOc1ccccc1Nc1nc2ccc(C)cc2n2cnnc12	-5%	-23%	0%	2%	-3	31%	2%	23%	12%
COc1cc(NC(=O)c2cc(C)on2)cc(OC)c1OC	5%	2%	9%	-3%	3	6%	1%	1%	9%

Three entries already listed, sorted by SMILES length, lowest first.
SMILES	Tb PGK inh	USP1 inh	IDH1 R132H inh	Pin1 inh	PI4K2A inh	rTrxR1 inhibitor	GLS inh	TrxR1 substrate	HP1b chromo inh
Cc1ccc(/C=C/C(=O)OCC(=O)NCc2ccc(Cl)cc2)o1	-10%	-22%	1%	-1%	8	-14%	-7%	3%	27%
COc1ccc2c(c1)-c1c(ssc1=S)C(C)(C)N2S(=O)(=O)c1ccc(C)cc1	-7%	-7%	5%	3%	0	-4%	10%	-4%	?
CCc1ccc(-c2cc(C(F)(F)F)n3nc(C(=O)Nc4cnn(Cc5ccc(C)cc5)c4)cc3n2)s1	1%	-17%	2%	33%[activator]	3	-1%	-15%	8%	38%

Complete entries, quoted from the list. Order of screens: Tb PGK inh | USP1 inh | IDH1 R132H inh | Pin1 inh | PI4K2A inh | rTrxR1 inhibitor | GLS inh | TrxR1 substrate | HP1b chromo inh
Profile of COc1cc(NC(=O)c2cc(C)on2)cc(OC)c1OC : 5% | 2% | 9% | -3% | 3 | 6% | 1% | 1% | 9%
Profile of CCCC(C)NC(=O)CSc1nnc(-c2c[nH]c3ccccc23)o1 (configuration not stated) : 9% | -16% | 6% | 1% | -4 | 21%[57.1 µM] | 2% | 11%[57.1 µM] | 28%

(list continues)
SMILES	Tb PGK inh	USP1 inh	IDH1 R132H inh	Pin1 inh	PI4K2A inh	rTrxR1 inhibitor	GLS inh	TrxR1 substrate	HP1b chromo inh
Cc1cc2ncn(S(=O)(=O)c3ccc(F)cc3)c2cc1C	2%	-7%	-1%	1%	0	10%	-9%	-1%	35%
CC1CCCN(C(=O)CN2C(=O)c3ccccc3C2=O)C1 (configuration not stated)	-9%	-20%	-3%	-2%	-4	8%	·	6%	41%[activator]
CCCCN1CC[C@H]2C=CC[C@@H](C(=O)NCCc3ccccc3)[C@H]2C1=O	-9%	-24%	0%	-1%	2	11%[57.1 µM]	-4%	-7%[57.1 µM]	36%
COc1ccc(Cn2cc(S(=O)(=O)c3ccc(Cl)cc3)c(=O)c3cc4c(cc32)OCO4)cc1	-4%	7%	-1%	-2%	3	16%	6%	4%	21%
CC1CN(C(=S)NC(=O)c2ccc(Cl)cc2)CC(C)O1 (configuration not stated)	-5%	-13%	0%	-1%	-4	5%	19%	2%	24%
COc1cc(CCC(=O)OCC(=O)Nc2ccc(C)cc2Cl)cc(OC)c1OC	i	-19%	-4%	-12%	-1	32%	-6%	4%	1%
COc1ccc(-c2c(=O)n(OCc3ccccc3[N+](=O)[O-])c3ccccc3[n+]2[O-])c(OC)c1	i	-7%	-9%	0%	-2	-10%	-8%	-10%	-2%
Cc1ccc(-c2nnc(Nc3ccc(O)cc3)c3ccccc23)cc1S(=O)(=O)NCC1CCCO1 (configuration not stated)	-11%	-26%	1%	1%	-4	11%	30%[activator]	-1%	-4%
C[C@H](CO)N1C[C@H](C)[C@@H](CN(C)S(=O)(=O)c2cn(C)cn2)Oc2ccc(NS(=O)(=O)c3ccccc3)cc2C1=O	-10%	-8%	1%	1%	-6	3%[57.1 µM]	1%	8%	78%[activator]
O=C(COC(=O)c1ccc(F)c([N+](=O)[O-])c1)NC(=O)NCc1ccccc1	-5%	-9%	46µM*	1%	8	?	0%	-4%	-12%
COc1ccc(CCN2CC(C(=O)NCCc3ccccc3C(F)(F)F)CCC2=O)cc1 (configuration not stated)	-6%	-14%	8%	2%	-4	8%	6%	4%	26%
COc1ccc(N2CCN(S(=O)(=O)c3ccc4c(c3)N(C(C)=O)CCO4)CC2)cc1	-3%	-21%	-11%	-9%	-4	16%[57.1 µM]	24%	7%[57.1 µM]	-7%
CCOc1ccc(S(=O)(=O)N(C)c2ccc(OCC(=O)NCC3CCCO3)cc2)cc1 (configuration not stated)	3%	-15%	5%	4%	-2	15%[57.1 µM]	-3%	9%[57.1 µM]	24%
COc1ccc(C2=NO[C@@H]3C(=O)N(Cc4ccccc4)C(=O)[C@H]23)cc1OC	-4%	-9%	-3%	4%	7	-15%[57.1 µM]	1%	-1%[57.1 µM]	28%
OC1O[C@H](c2ccc3c(c2)OCO3)[C@H]2CO[C@H](c3ccc4c(c3)OCO4)[C@@H]12 (some centres not stated)	0%	-3%	-7%	-7%	1	-19%[57.1 µM]	-5%	-8%[57.1 µM]	33%

For convenience, 2 of the compounds above.
SMILES	Tb PGK inh	USP1 inh	IDH1 R132H inh	Pin1 inh	PI4K2A inh	rTrxR1 inhibitor	GLS inh	TrxR1 substrate	HP1b chromo inh
Cc1cc2ncn(S(=O)(=O)c3ccc(F)cc3)c2cc1C	2%	-7%	-1%	1%	0	10%	-9%	-1%	35%
CC1CCCN(C(=O)CN2C(=O)c3ccccc3C2=O)C1 (configuration not stated)	-9%	-20%	-3%	-2%	-4	8%	·	6%	41%[activator]
